Source: PubChem (Sanford-Burnham Center for Chemical Genomics)
Mdm2 MdmX PPI – inhibitors of human Mdm2/MdmX interaction. SaOS-2 split-luciferase Mdm2/MdmX complementation, luminescence. actives 3% (n = 330,000). inhibition, % at 8 µM. O15151+Q00987;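 active = inhibition of at least 50% at 8 µM in the primary screen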
Target sequence (O15151 whole entry, looked up): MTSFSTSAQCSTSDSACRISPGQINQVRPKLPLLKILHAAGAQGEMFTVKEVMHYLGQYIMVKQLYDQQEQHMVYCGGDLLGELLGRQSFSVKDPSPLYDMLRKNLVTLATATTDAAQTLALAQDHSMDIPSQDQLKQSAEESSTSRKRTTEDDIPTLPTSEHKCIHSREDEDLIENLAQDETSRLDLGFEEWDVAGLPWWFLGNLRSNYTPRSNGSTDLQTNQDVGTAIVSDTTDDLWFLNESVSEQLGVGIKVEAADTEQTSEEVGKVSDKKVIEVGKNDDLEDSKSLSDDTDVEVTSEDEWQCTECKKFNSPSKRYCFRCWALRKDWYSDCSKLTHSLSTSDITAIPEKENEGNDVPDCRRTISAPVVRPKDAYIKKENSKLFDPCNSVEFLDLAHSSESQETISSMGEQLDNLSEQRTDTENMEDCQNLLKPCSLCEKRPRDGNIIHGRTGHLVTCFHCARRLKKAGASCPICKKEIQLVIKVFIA
Target sequence (Q00987 whole entry, looked up): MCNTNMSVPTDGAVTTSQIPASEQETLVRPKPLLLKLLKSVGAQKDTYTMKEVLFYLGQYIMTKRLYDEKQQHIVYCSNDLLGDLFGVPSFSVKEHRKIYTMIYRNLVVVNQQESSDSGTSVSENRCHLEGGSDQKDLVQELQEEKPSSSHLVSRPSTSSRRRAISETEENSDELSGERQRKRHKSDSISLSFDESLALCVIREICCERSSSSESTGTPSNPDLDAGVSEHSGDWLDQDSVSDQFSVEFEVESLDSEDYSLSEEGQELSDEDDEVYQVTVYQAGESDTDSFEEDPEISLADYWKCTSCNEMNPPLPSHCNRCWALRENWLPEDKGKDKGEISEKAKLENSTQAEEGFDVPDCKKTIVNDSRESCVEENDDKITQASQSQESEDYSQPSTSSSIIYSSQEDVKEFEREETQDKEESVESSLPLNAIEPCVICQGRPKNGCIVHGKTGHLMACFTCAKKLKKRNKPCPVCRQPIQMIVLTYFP
tim10-1 inh – inhibits growth of tim10-1 mutant yeast. S. cerevisiae tim10-1 ts strain growth, BacTiter-Glo, 24 h. inhibition, % at 20 µM. actives 2.2% (n = 330,000). AID 463190;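 active = inhibition of at least 40%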;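 also: mutant grown at 25 °C; 0% = DMSO wells with yeast and 100% = wells holding no yeast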
CHOP UPR activ – apoptotic UPR (CHOP) activation; actives 0.34% (n = 330,000); CHO-CHOP luciferase reporter, luminescence; percent of tunicamycin response over DMSO baseline; activation, % at 10 µM;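 active = at 10 µM dose, activation of 40% or more, normalized to positive control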;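 also: 100% = tunicamycin at 10 µg/mL and 0% = DMSO alone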
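System: CHO-CHOP luciferase reporter cell line; amount: 500 cells/well; buffer or medium: F12 medium containing 10% fetal bovine serum; incubation: 6 h compound exposure at 37 °C after overnight seeding; measured by: luciferase luminescence after 10 min with Steady-Glo reagent; evaluation: % reporter activation, DMSO baseline versus tunicamycin full activation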
XBP1 UPR activ – activators of adaptive arm of unfolded protein response (XBP1). CHO-XBP1 luciferase reporter, IRE1-XBP1 UPR activation, luminescence; percent of tunicamycin response, DMSO as zero. activation, % at 20 µM. actives 0.33% (n = 330,000);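 active = versus positive control, 20 µM dose yields 30% or more activation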;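 also: 100% = tunicamycin at 10 µg/mL and 0% = DMSO only wells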
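incubation = overnight seeding at 37 °C, 6 h compound treatment at 37 °C | assay system = CHO-XBP1 cells stably carrying IRE1-XBP1-driven luciferase reporter | input = 1000 cells per well | detection = luciferase luminescence | dosing = single point, 20 µM final compound, 1% DMSO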
APJ agonist – APJ receptor agonism; P35414; CHO-K1 APJ PathHunter beta-arrestin, luminescence; 0% DMSO wells, 100% apelin; activation, % at 20 µM; actives 0.11% (n = 330,000); AID 2520;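 active = activation more than six SD over the plate average, tested at 20 µM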;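 also: 0% = DMSO alone and 100% = apelin-13 at 10 nM; some results filed as inactive read as strong as hits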
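Assay system: engineered CHO-K1 APJ arrestin reporter cells; Amount: 1000 CHO-K1 reporter cells seeded per well; Dosing: one dose, 20 µM compound, 1% DMSO; Times: compound stimulation 90 min at 25 °C, detection 60 min; Measured by: luminescent beta-gal fragment complementation, chemiluminescent substrate; Read-out: APJ–arrestin association signal; Controls: DMSO vs Apelin-13 10 nM.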
TIM10 inh – growth inhibitors of TIM10 yeast strain. S. cerevisiae TIM10 strain growth, BacTiter-Glo luminescence, 24 h. inhibition, % at 10 µM. actives 1.4% (n = 330,000). AID 463195;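 active = inhibition of 40% or more at the single tested concentration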;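 also: wild-type TIM10 isogenic control strain grown at permissive 25 °C; 0% = DMSO yeast wells and 100% = minimal medium wells without yeast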
NR3A LBD binder – modulates the human NR3A ligand-binding domain; NR3A LBD differential scanning fluorimetry, Tm shift; 0% = protein alone, 100% = glycine-bound protein; Tm shift relative to glycine control, % at 25 µM; actives 2.5% (n = 340,000);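 active = melting temperature shift of at least 10% of the positive control shift, at one fixed dose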
tim23-1 inh – inhibits growth of tim23-1 mutant yeast. S. cerevisiae tim23-1 growth, BacTiter-Glo luminescence, 24 h. inhibition, % at 20 µM. actives 1.3% (n = 330,000);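 active = growth inhibition of the mutant yeast at or above 50%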;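 also: temperature-sensitive mutant grown at 25 °C; plate controls were DMSO-treated mutant yeast for no effect and medium wells lacking yeast for full effect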
NLRP3 yeast inh – inhibitors of NALP3 inflammasome in yeast; actives 0.39% (n = 330,000); Yeast reconstituted NLRP3/ASC/caspase-1, beta-gal luminescence, 24 h; AID 2825; inhibition, % at 10 µM;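 active = inhibition of 50% or more; inactive = inhibition below 50%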;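 also: plate controls were induced DMSO wells for no effect and uninduced yeast grown without galactose for full effect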
Starred values were filed as active, the others as inactive; . = not tested or not shown.

structure	Mdm2 MdmX PPI	tim10-1 inh	CHOP UPR activ	XBP1 UPR activ	APJ agonist	TIM10 inh	NR3A LBD binder	tim23-1 inh	NLRP3 yeast inh
CCC(C)C(=O)Nc1c2c(nc3c1CCC3)CCCC2 (centres undefined)	8	10	-4.8	5	-3	-28	-1	-2	-8
Cc1c(C(=O)NCc2n[nH]c(=S)n2-c2ccc(F)cc2)cccc1[N+](=O)[O-]	4	-10	0.2	-3	1	-1	-1	4	7
CC(=O)[C@H]1CC[C@H]2[C@@H]3C=CC4=CC(=O)CC[C@@]4(C)[C@@H]3CC[C@]12C	7	33	0.0	-4	-3	3	-2	48	27
COc1cc(/C=N/NS(=O)(=O)c2ccc3ccccc3c2)ccc1OCCN1CCOCC1	-11	10	-0.4	-3	-1	-11	15*	14	7
O=C(NCCNC(=O)c1ccco1)c1cccc(F)c1	-2	4	-2.6	-3	-9	4	0	15	3
O=C(COC(=O)c1ccco1)Nc1ccc2c(c1)OCO2	6	-11	3.2	-2	-2	2	-1	-20	24
Cc1c(C(=O)Oc2cc(N)n(S(C)(=O)=O)n2)cccc1[N+](=O)[O-]	15	12	0.7	6	-5	8	0	18	13
Cc1ccc2cc(CN(Cc3ccccc3)Cc3nnnn3C3CCCC3)c(=O)[nH]c2c1	26	22	0.5	-6	-2	5	-8	44	9
CC(=O)N1CCSc2ccc(S(=O)(=O)NCCc3cccc(C)c3)cc21	8	3	-0.8	-4	1	-5	0	8	14
Cc1occc1C(=O)Nc1ccc([N+](=O)[O-])cc1Br	2	-4	2.3	2	0	5	1	12	13
O=C(Oc1cccc(NC(=O)c2ccco2)c1)c1cccc(S(=O)(=O)N2CCCC2)c1	-20	16	0.8	2	-2	22	-6	17	17
c1ccc(-c2csc(-c3cccnc3)n2)cc1	-27	34	2.9	4	-1	39	-1	3	-6

Exported with values under each structure: part of the list above.
Value order – Mdm2 MdmX PPI | tim10-1 inh | CHOP UPR activ | XBP1 UPR activ | APJ agonist | TIM10 inh | NR3A LBD binder | tim23-1 inh | NLRP3 yeast inh
Cc1occc1C(=O)Nc1ccc([N+](=O)[O-])cc1Br
    2 | -4 | 2.3 | 2 | 0 | 5 | 1 | 12 | 13
O=C(Oc1cccc(NC(=O)c2ccco2)c1)c1cccc(S(=O)(=O)N2CCCC2)c1
    -20 | 16 | 0.8 | 2 | -2 | 22 | -6 | 17 | 17

New compounds follow.
structure	Mdm2 MdmX PPI	tim10-1 inh	CHOP UPR activ	XBP1 UPR activ	APJ agonist	TIM10 inh	NR3A LBD binder	tim23-1 inh	NLRP3 yeast inh
CC(=O)Nc1nc2nc(-c3ccccc3)cc(-c3ccccc3)n2n1	11	26	2.0	2	-2	27	3	10	1
CC(Sc1nc2ccccc2s1)C(=O)Nc1nnc(C(C)C)s1 (centres undefined)	-3	3	2.5	-1	-3	-5	-3	38	10
O=C(Cn1nc(C(=O)O)c2ccccc2c1=O)Nc1cc(Cl)cc(Cl)c1	-9	-8	1.8	-2	-5	-6	9	-3	-15
COc1cccc(NC(=O)C2CCCN2C(=O)Nc2cccc(F)c2)c1 (centres undefined)	20	3	0.9	-3	6	-4	2	-5	5
CCc1noc(C)c1C(=O)NCCc1ccc(F)cc1	-4	-21	2.0	-2	11	-14	3	-9	13
COc1cccc(COc2ccc(N(C)S(=O)(=O)c3ccccc3)cc2)c1	-21	-3	-0.9	0	-3	19	-2	4	-7
CC1Cc2ccccc2N1CC(=O)Nc1ccc2c(c1)OCO2 (centres undefined)	-22	4	-0.1	3	-1	-1	-9	7	35
Cc1ccc(NS(=O)(=O)c2cc(C(=O)O)ccc2Cl)cc1	11	1	1.8	-1	-1	5	3	-9	-12
Cc1c(CC(=O)N[C@@H](C)C(=O)O)c(=O)oc2cc3occ(-c4ccccc4)c3cc12	7	9	1.0	4	-1	9	1	4	5
CN(CCC#N)C(=O)CSc1ncnc2sc(-c3ccccc3)cc12	3	25	2.5	6	7	27	0	20	16
COc1ccc(NC(=O)C2CC(=O)NC3=C2C(=O)CC(C)(C)C3)cc1 (centres undefined)	15	10	-0.3	-2	-1	6	-1	16	9
Cc1cc(NC(=O)c2ccccc2Cl)ccc1NC(=O)c1ccccc1Cl	39	0	-0.6	1	-1	-10	-1	-1	15

structure	Mdm2 MdmX PPI	tim10-1 inh	CHOP UPR activ	XBP1 UPR activ	APJ agonist	TIM10 inh	NR3A LBD binder	tim23-1 inh	NLRP3 yeast inh
CC1=C(C(=O)NCc2ccccc2)C(c2cccs2)NC(=S)N1 (centres undefined)	-18	-8	0.5	-4	-2	-5	0	5	14
CCCCCCCCCCC(=O)Nc1cccnc1	21	14	-1.8	-3	-1	12	.	10	14
c1cncc(-c2nnc(SCc3cccc4ccccc34)o2)c1	-6	13	-1.4	1	-4	-4	2	19	34
CCCCN(C(=O)COC(=O)COc1c(C)cc(C)cc1C)c1c(N)n(CCC)c(=O)[nH]c1=O	25	7	1.0	-4	-5	2	32*	22	25
COc1ccccc1/C=C/C(=O)NC(=S)Nc1ccccn1	-91	29	6.3	3	0	35	0	35	36
CSC1=C(C#N)C(=O)NC(c2ccc(Cl)cc2)S1 (centres undefined)	32	31	13	2	4	46*	0	44	6
CCN1CCN(CCCNC(=O)C2c3ccccc3C(=O)N(c3ccc(OC)cc3)C2c2ccc(OC)cc2)CC1 (centres undefined)	-31	-5	0.5	-1	5	0	-1	1	16
CSCCC(NS(=O)(=O)c1ccc(C)cc1)C(=O)NNC(=O)c1csc(N2CCOCC2)n1 (centres undefined)	7	-5	-0.9	-1	0	0	1	6	11
CCCOc1ccc(C(=O)Nc2ccc(CN3CCOCC3)cc2)cc1	13	-37	1.2	0	5	-26	1	9	14
C/C(=N\NC(=O)c1ccc(N/N=C(\C)c2ccc(O)cc2)cc1)c1ccc(O)cc1	35	-6	1.2	-3	5	-22	9	-1	14
O=C(CN1CCOCC1)n1c2c(c3ccccc31)CCCC2	8	21	0.6	-2	1	6	-1	17	4
NC(=O)C1(N2CCCCC2)CCN(C(=S)Nc2cc(F)cc(F)c2)CC1	2	7	-1.0	-1	-2	1	4	4	-7

structure	Mdm2 MdmX PPI	tim10-1 inh	CHOP UPR activ	XBP1 UPR activ	APJ agonist	TIM10 inh	NR3A LBD binder	tim23-1 inh	NLRP3 yeast inh
NC(=O)CC(NC(=O)c1cccc(Br)c1)c1ccc(NC2CCC2)c([N+](=O)[O-])c1 (centres undefined)	7	-2	-0.6	2	-3	6	-8	18	20
Cc1ccc[n+](CC(=O)Nc2ccc([N+](=O)[O-])cc2Cl)c1	-4	6	0.9	-1	6	-6	-3	2	8
CCOc1ccccc1NC(=O)COC(=O)COc1c(Cl)cc(Cl)c2ccc(C)nc12	-13	10	-0.8	-1	-3	9	1	4	6
COc1ccccc1C(C)NCC(=O)NCc1ccc(C)cc1 (centres undefined)	7	18	0.3	1	-1	7	-1	2	13
C/C(N)=C(/C#N)C(=O)COC(=O)c1cc(-c2ccc(C)cc2)nc2ccccc12	44	11	6.3	3	-2	24	-1	3	25
COc1ccc(S(=O)(=O)NCCCN2CCCC2=O)cc1OC	-4	-2	-0.4	-6	3	7	-2	8	15
CCN(CC)S(=O)(=O)c1cc(NC(=O)COC(=O)c2ccc(NC(=O)CC#N)cc2)ccc1C	9	12	-1.4	0	-7	1	1	20	4
O=C(NCCc1ccccc1)c1nccc2ccccc12	-32	5	7.0	3	-2	4	3	-1	15
Cc1noc(C)c1C(=O)Nc1ccccc1N1CCOCC1	31	8	-1.4	0	-4	-4	-1	8	-9
Clc1ccccc1-c1ccc2ncnc(NCc3ccc4c(c3)OCO4)c2c1	-23	-11	-1.5	7	-4	-12	-12	25	10
CCOC(=O)c1c(C)[nH]c(C)c1S(=O)(=O)N(C)CC(=O)Nc1ccccc1C	8	-4	-3.1	-4	1	0	4	-11	14
COC(=O)c1c(NC(=O)CSc2nccn2C)sc(C)c1C	1	31	2.6	0	-2	7	-2	27	2

structure	Mdm2 MdmX PPI	tim10-1 inh	CHOP UPR activ	XBP1 UPR activ	APJ agonist	TIM10 inh	NR3A LBD binder	tim23-1 inh	NLRP3 yeast inh
CCOC(=O)c1ccccc1OCc1cc(/C=N/n2cncn2)ccc1OC	46	13	0.3	1	-4	28	1	-4	3
CC(C)c1ccc(N(CC(=O)NC(C)(C)C)C(=O)CCC(=O)Nc2nccs2)cc1	9	10	0.1	-2	-1	-4	-3	15	5
COc1c(O)ccc(/C=C(\C#N)c2nc3ccccc3[nH]2)c1[N+](=O)[O-]	9	-5	3.9	5	0	12	23*	17	20
CCOc1cc(N2CCOCC2)c(OCC)cc1NC(=O)COC(=O)COc1cc(C)cc(C)c1	10	-14	2.0	0	-2	-8	1	6	14
COCCNC(=O)c1cc2c(-c3ccc(Cl)cc3)nn(C)c2s1	7	28	0.6	-3	-2	11	0	37	18
CC(C)OCCCNC(=O)c1cc(S(=O)(=O)N2CCc3ccccc32)cn1C	18	12	0.2	-5	-2	-10	-2	6	0
Cc1cccc(-c2nc3ccccc3c(=O)n2NC(=O)Cc2ccc(Cl)cc2)c1	7	7	-0.5	-1	0	28	0	23	15
CN1CCN(/N=C/c2cccc(Cl)c2Cl)CC1	7	7	1.9	2	-3	-2	2	-9	13
CCCCn1c(N)c(N(CCC(C)C)C(=O)C2=COCCO2)c(=O)[nH]c1=O	13	-11	3.3	-2	1	1	1	-6	13
O=C(NCCCN1CCCCCC1)c1ccc2c(c1)NC(=O)C(N1CCOCC1)S2 (centres undefined)	7	-6	-5.2	-2	-2	5	0	-18	18
CN1CCc2nc(SCC(=O)Nc3cccc(F)c3)c(C#N)c(-c3cccs3)c2C1	15	4	-0.2	2	7	12	0	14	29
Cc1ccc2c(c1)C(=O)C(=O)N2CC1COc2ccccc2O1 (centres undefined)	35	41*	1.0	13	-4	18	1	65*	18

structure	Mdm2 MdmX PPI	tim10-1 inh	CHOP UPR activ	XBP1 UPR activ	APJ agonist	TIM10 inh	NR3A LBD binder	tim23-1 inh	NLRP3 yeast inh
O=C(NCc1n[nH]c(=S)n1-c1ccc(F)cc1)c1ccc(S(=O)(=O)N2CCCC2)cc1	8	-6	-0.9	-4	1	-5	-1	-3	-4
O=C(Cc1ccccc1)Nc1nonc1NC(=O)c1ccccc1	4	13	-1.6	-2	-1	5	-1	15	13
Cc1ccccc1N1CCN(Cc2ccc([N+](=O)[O-])o2)CC1	15	26	1.3	-6	0	28	-3	22	16
COc1ccc(CN2C3CCC2CC(NC(=O)c2cccc(F)c2)C3)cc1 (centres undefined)	6	-30	1.4	-2	-3	-26	-1	12	24
COc1cc(C(=O)Nc2scc(-c3ccc(Br)cc3)c2C(=O)O)cc(OC)c1OC	21	26	0.8	-1	-1	16	1	27	17
Cc1onc(-c2ccccc2)c1C(=O)NC(=S)NNC(=O)c1ccccc1O	30	9	0.3	0	0	9	1	40	5
O=C(Nc1ccc(O)c(C(=O)O)c1)Oc1ccccc1	3	3	1.9	-4	-3	2	6	3	10
Cc1c(C(=O)NCc2ccccc2)cnn1-c1ccccc1	-12	7	-2.3	-2	-4	8	0	6	26
COC(=O)c1[nH]c2ccccc2c1NS(=O)(=O)c1ccc(OC)cc1OC	32	19	1.6	0	-6	31	1	25	0
